VIM-2 inh: blocks Pseudomonas aeruginosa VIM-2 metallo-beta-lactamase; purified VIM-2, nitrocefin hydrolysis, epi-absorbance fluorescence; inhibition, % at 5.6 µM; 290,000 tested, 0.89% active;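 active = inhibition above the mean of all tested compounds plus 3 SD, cutoff set per screening run, cut at about 7.5% in these data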;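 note: red hydrolysis product quenches plate fluorescence so inhibitors raise well fluorescence; 0% = enzyme with DMSO and 100% = DMSO without enzyme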
M18AAP inhibitor: PfM18AAP enzyme inhibition; 290,000 tested, 1.2% active; inhibition, % at 7.35 µM; recombinant PfM18AAP, H-Glu-NHMec fluorogenic cleavage; AID 1822;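 active = inhibition above the campaign mean inhibition over all tested compounds plus 3 SD, cut at about 28% in these data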;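 note: 0% = plate median of test compound wells and 100% = 2 mM ZnCl2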
pCIP destab: lowers stability of the mouse p/CIP coactivator protein; Q05BA5; F442A p/CIP-EGFP cells, EGFP fluorescence, 16 h; decrease of EGFP signal, % at 10 µM; 290,000 tested, 0.01% active; AID 1984;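 active = EGFP signal decrease of at least 30% at 10 µM or well 3 SD below plate mean, unless failing retest; inactive = the rest, including hits failing retest or dose response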; note: some compounds called inactive have numbers as strong as hits; many of its hits are not listed in these tables
GPR7 antag: blocks human GPR7 receptor signaling. P48145. GPR7-expressing cells, fluorescence antagonist assay. inhibition, % at 4.4 µM. 290,000 tested, 1.1% active; in the data active = inhibition above about 16%, passing the limit was not always enough;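 note: cells stimulated with the agonist NPW; 0% = agonist with vehicle and 100% = vehicle without agonist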
Target sequence (P48145 whole entry, looked up): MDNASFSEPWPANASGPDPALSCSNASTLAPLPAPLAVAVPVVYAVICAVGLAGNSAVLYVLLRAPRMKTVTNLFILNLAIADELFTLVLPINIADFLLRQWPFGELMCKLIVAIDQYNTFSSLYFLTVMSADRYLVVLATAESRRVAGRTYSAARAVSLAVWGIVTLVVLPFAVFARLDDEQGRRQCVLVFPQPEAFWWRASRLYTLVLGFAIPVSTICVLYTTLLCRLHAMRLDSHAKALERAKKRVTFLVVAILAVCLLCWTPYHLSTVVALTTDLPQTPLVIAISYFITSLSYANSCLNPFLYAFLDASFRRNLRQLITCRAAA
IMP-1 inh: blocks Pseudomonas aeruginosa IMP-1 metallo-beta-lactamase | purified IMP-1, nitrocefin hydrolysis, epi-absorbance fluorescence | inhibition, % at 5.6 µM | 290,000 tested, 0.45% active | AID 1556;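 active = inhibition above the mean plus 3 SD of all compounds in the same screening run, cut at about 4.5% in these data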;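 note: 0% = IMP-1 with DMSO and 100% = DMSO wells lacking enzyme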
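assay system = purified recombinant IMP-1 metallo-beta-lactamase enzyme | schedule = 15 min preincubation plus 25 min reaction at 25 °C | signal = Epi-absorbance fluorescence, 480 nm excitation, 530 nm emission | read-out basis = percent inhibition from optical density relative to buffer-blank wells | controls = IMP-1 with DMSO as 0%, enzyme-free DMSO as 100%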
IDE act: IDE (human) activation, cell-based; P14735; 340,000 tested, 0.073% active; AID 493087; activation, % at 5.96 µM; HEK cells, FAbeta-B cleavage, fluorescence polarization; 0% vehicle, 100% cell-free pure enzyme wells;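 active = activation above the mean of all tested compounds plus 3 SD, set per screening campaign, cut at about 17% in these data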
IDE inh: inhibitors of human insulin-degrading enzyme in cells; P14735; HEK cells, FAbetaB cleavage, fluorescence polarization; inhibition, % at 5.59 µM; 320,000 tested, 0.41% active; AID 434962;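 active = percent inhibition above the average of all tested compounds plus 3 SD, set per screening campaign, cut at about 16% in these data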;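 note: IDE supplied by intact live HEK cells; FP after avidin binding of uncleaved biotin substrate so inhibition keeps polarization high; 0% = DMSO wells and 100% = 60 µM reference IDE inhibitor Ii1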
PHOSPHO1 inh: blocks human PHOSPHO1 phosphatase activity. 290,000 tested, 1.1% active. recombinant PHOSPHO1, absorbance phosphatase assay. inhibition, % at 13.3 µM; in the data active = inhibition above about 60%
Target sequence (Q8TCT1 whole entry, looked up): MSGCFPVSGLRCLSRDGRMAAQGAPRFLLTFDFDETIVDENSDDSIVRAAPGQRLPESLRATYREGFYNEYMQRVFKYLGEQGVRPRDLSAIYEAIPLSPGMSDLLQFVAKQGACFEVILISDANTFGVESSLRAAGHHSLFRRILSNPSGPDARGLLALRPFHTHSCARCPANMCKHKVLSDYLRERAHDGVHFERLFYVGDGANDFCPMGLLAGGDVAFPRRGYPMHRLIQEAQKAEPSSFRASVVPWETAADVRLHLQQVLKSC
NALP1 yeast inh: inhibitors of NALP1 inflammasome in yeast. inhibition, % at 10 µM. 280,000 tested, 0.61% active. S. cerevisiae NALP1/ASC/caspase-1 growth, X-gal OD620, 72 h. AID 2071; in the data active = inhibition mostly above about 24%, no sharp cut-off; inactive = mostly below about 32%; note: some compounds called inactive have numbers as strong as hits
* hit, by the source's call; nt = not tested or not shown; & = joins results of further samples. The order is random (roughly 5.3% active in at least one column).

pCIP destab	GPR7 antag	IDE act	VIM-2 inh	NALP1 yeast inh	M18AAP inhibitor	IDE inh	PHOSPHO1 inh	IMP-1 inh	molecule
0	0	2	-1.2	11	1	8	14	-5.8	Cc1cccc(OCC(=O)Nc2ccc(S(=O)(=O)N3CCCC3)cc2)c1
-11	-4	2	-3.8	17	8	-2	4	-0.1	COc1ccc(C/C(O)=C(\C#N)c2nc3ccccc3s2)cc1
5	-18	5	-1.6	41	-3	4	-9	0.1	Nn1c(SCC(=O)NC2CCCCC2)nnc1-c1ccccc1
2	10	-13	-3.2	26	-3	10	-5	-4.3	Cn1cc([N+](=O)[O-])c(C(=O)Nc2ccc3nc(-c4ccccc4)[nH]c3c2)n1
10	-13	8	0.8	-22	1	-1	-1	-0.1	Cc1ccc(-c2c3c(=O)n(C)c(=O)n(C)c3cn2Cc2cccnc2)cc1
0	-15	-6	-1.9	15	5	-2	37	-3.9	O=C(O)c1ccc(/C=N/Nc2ccc(F)cc2F)cc1
0	-7	0	0.4	-2	-6	3	51	0.8	COc1ccc(CCNC(=O)Cn2cnc3scc(-c4ccccc4)c3c2=O)cc1OC
-5	-12	4	-1.5	-15	-6	2	14	39*	COc1ccc2[nH]c(=O)c3c(c2c1)OC(C)(C)C=C3
9	-9	0	-0.2	0	5	6	-22	-1.6	O=C1c2cccc3cccc(c23)C(=O)N1CCCCCc1n[nH]c(=S)o1
-43	-5	-1	-1.8	5	3	-5	15	-2.5	CC(NC(=O)C(=O)Nc1nccs1)c1ccccc1 (centres undefined)

Continuation:
pCIP destab	GPR7 antag	IDE act	VIM-2 inh	NALP1 yeast inh	M18AAP inhibitor	IDE inh	PHOSPHO1 inh	IMP-1 inh	molecule
-8	-2	-2	-0.8	nt	-3	3	14	-4.0	CC(NS(=O)(=O)c1ccc2c(c1)OCCCO2)C(=O)O (centres undefined)
5	-16	6	0.7	6	8	-2	16	-2.3	CCOC(=O)c1nc(-c2ccc(OC)c(OC)c2)no1
6	-8	8	-4.3	-1	0	6	0	-3.0	O=C(Nc1ccc(S(=O)(=O)N2CCOCC2)cc1)c1ccco1
-2	3	2	-0.3	16	2	-4	11	-0.6	Cn1cccc1CC(=O)N/N=C\c1c2ccccc2cc2ccccc12
6	-15	-3	-2.3	4	1	4	7	-2.9	O=C(NN=C1CCCCCCCCCCC1)c1cccnc1
0	24*	-9	2.8	28	20	4	-16	-1.9	O=C(c1cc(-c2cccnc2)nc2ccccc12)N1CCCc2ccccc21
-4	-14	3	-1.3	-8	1	-6	54	-3.2	O=C(NCc1ccncc1)Nc1ccc2c(c1)OCO2
-2	3	-3	-4.2	6	5	1	49	-2.6	CC(=O)C1=C(O)C(=O)N(c2nccs2)C1c1ccccc1 (centres undefined)
7	-8	-1	-0.6	8	1	-2	-3	-2.2	CC(=O)Nc1ccc(S(=O)(=O)N(CC(=O)Nc2cc(C)on2)Cc2ccc(F)cc2)cc1
5	-10	1	-1.8	13	6	12	-14	-3.6	Cc1ccc(NC(=S)Nc2ccccn2)c(C)c1

Continuation:
pCIP destab	GPR7 antag	IDE act	VIM-2 inh	NALP1 yeast inh	M18AAP inhibitor	IDE inh	PHOSPHO1 inh	IMP-1 inh	molecule
-4	-8	4	-2.8	-17	1	-4	-3	-2.1	Cc1ccc(S(=O)(=O)Nc2cc(C)nn2-c2ccccc2)cc1
-14	-2	nt	-1.5	-2	18	4	23	2.2	CC(C)(C)C1CC=C2C(C#N)=C(N)C(C#N)(C#N)C(c3cccs3)C2C1 (centres undefined)
1	-11	4	0.4	22	-9	1	38	-0.6	O=C(COc1ccc2ccc(=O)oc2c1)Nc1cccnc1
12	-3	3	0.5	-5	-4	1	8	-2.7	COc1ccc(-c2cc(=O)oc3cc(OCC(=O)N[C@@H](Cc4c[nH]c5ccccc45)C(=O)O)ccc23)cc1
0	-17	-9	-1.6	0	10	3	-5	-1.2	Cn1cccc1/C=C1\CCc2ccccc2C1=O
-15	-10	3	-4.4	-12	5	-4	-1	-2.3	CCC(CO)N=CC1=C(O)CC(C)(C)CC1=O (centres undefined)
-6	-2	5	2.4	1	-1	-3	37	-2.4	O=C1C(=O)N(CCN2CCOCC2)C(c2ccccc2F)/C1=C(\O)c1ccc(S(=O)(=O)N2CCOCC2)cc1 (centres undefined)
-16	-21	2	-2.6	28	0	0	nt	-1.3	COc1ccccc1NC(=O)CCCCCN1C(=O)c2cccc([N+](=O)[O-])c2C1=O
3	8	2	-5.4	17	8	-5	4	-1.2	Cc1cccc(NC(=S)NNC(=O)c2csc(C)c2)c1
-2	7	1	0.9	-5	1	-1	38	-1.1	O=C(COC(=O)C1=COCCO1)Nc1ccccc1Oc1ccccc1

Records above shown as hits in IMP-1 inh:
pCIP destab	GPR7 antag	IDE act	VIM-2 inh	NALP1 yeast inh	M18AAP inhibitor	IDE inh	PHOSPHO1 inh	IMP-1 inh	molecule
-5	-12	4	-1.5	-15	-6	2	14	39*	COc1ccc2[nH]c(=O)c3c(c2c1)OC(C)(C)C=C3

Later entries:
pCIP destab	GPR7 antag	IDE act	VIM-2 inh	NALP1 yeast inh	M18AAP inhibitor	IDE inh	PHOSPHO1 inh	IMP-1 inh	molecule
-5	-10	1	-2.2	-4	0	6	18	-3.1	COc1ccccc1/C=C(\NC(=O)c1cccc(C)c1)C(=O)Nc1ccccn1
-8	-9	-3	-2.1	15	2	3	6	-1.8	C/C(=N\OC(=O)NC1CCCCC1)c1sc(-c2ccccc2)nc1C
-20	-14	6	-1.8	9	-17	2	5	-1.5	Cc1ccc(N(CC(=O)NCCSCc2ccco2)S(=O)(=O)c2ccc(C)cc2)cc1
-7	-1	0	-4.0	4	-6	-5	4	-3.0	O=C(Cn1ncc2c1-c1ccccc1OC2)N(Cc1ccco1)C1CCCCC1
-26	6	1	-0.8	23	-15	2	-14	-2.2	CC1=C(C(=O)NCCN2CCOCC2)C2(CCC(C)CC2)OC1=O (centres undefined)
-7	3	1	0.7	9	0	-1	15	-3.4	CCc1nnc(NC(=O)c2ccc(N(C)S(=O)(=O)c3ccccc3)cc2)s1
-9	3	-1	-4.4	-3	5	2	37	-1.8	COC(=O)c1ccc(NC(=O)Nc2ccc(OC)c(OC)c2)cc1
-1	8	2	0.9	6	-6	0	4	-0.5	CC1=NNC(=O)C1C(c1cccc(O)c1)C(C#N)C#N (centres undefined)
-2	-18	9	0.1	5	-12	-3	40	-1.4	CCN(Cc1ccccc1)Cc1nc(CCc2ccccc2)no1
9	-2	5	-1.8	15	-1	-6	33	-1.2	Cc1cc2[nH]c(=O)c(=O)[nH]c2cc1S(=O)(=O)NC1CCC(C)CC1 (centres undefined)

Other entries.
pCIP destab	GPR7 antag	IDE act	VIM-2 inh	NALP1 yeast inh	M18AAP inhibitor	IDE inh	PHOSPHO1 inh	IMP-1 inh	molecule
-8	6	1	-1.3	15	1	5	19	-1.5	CN(C)c1ccc(C(=O)OCC(=O)N2CCCC2)cc1
-8	-10	5	-1.0	32	-10	3	1	-0.2	COc1cc(CNC2CCCCC2OC)cc(OC)c1OC (centres undefined)
0	-6	2	-2.4	0	4	9	-16	1.3	Cc1c(NC(=O)C2CCCO2)cccc1[N+](=O)[O-] (centres undefined)
-4	-5	-5	-1.2	12	-1	6	-18	-1.7	COc1ccc(CCNC(=O)c2cc(S(=O)(=O)N3CCC4(CC3)OCCO4)ccc2F)cc1OC
1	-6	nt	8.4*	6	13	nt	44	-1.4	C[C@@H]1CN(c2c(F)c(N)c3c(=O)c(C(=O)O)cn(C4CC4)c3c2F)C[C@H](C)N1
-11	-8	4	-0.9	1	1	-4	2	-3.8	Cc1ccc(C(=O)N/C(N)=N/c2nc3ccccc3o2)cc1
21	-11	6	-3.8	6	-5	3	35	-2.2	COc1ccc(CNC(=O)CCCN2C(=O)c3ccccc3C2=O)cc1
1	-12	8	0.9	-4	8	-4	4	-0.8	OCCNc1ncnc2ccc(Br)cc12
-6	nt	5	nt	-24	nt	4	-7	nt	CC1C(=O)CC(c2ccccc2)N(C)C1c1ccccc1 (centres undefined)
6	-6	4	-3.3	6	-1	6	50	-1.4	CCCN1CCC(NC(=O)Nc2ccc(Br)cc2)CC1

Later entries:
pCIP destab	GPR7 antag	IDE act	VIM-2 inh	NALP1 yeast inh	M18AAP inhibitor	IDE inh	PHOSPHO1 inh	IMP-1 inh	molecule
-9	8	-1	0.0	-6	-1	4	7	-0.1	OCCC1CN(Cc2cccc(OC3CCCC3)c2)CCN1Cc1ccsc1 (centres undefined)
-2	15	6	-1.4	10	-7	3	16	1.7	CS(=O)(=O)Nc1ccc(S(=O)(=O)NCCc2ccccc2)cc1
2	-16	6	-0.5	4	-5	-1	29	-1.0	N#CN/C(=N\S(=O)(=O)c1ccccc1)c1ccccc1
10	-18	-4	-4.0	14	3	4	24	-1.7	CCOc1ccc(C(=O)CCC(=O)N(CC)CC(=O)NCc2ccc(Cl)cc2)cc1
-10	5	4	-1.9	2	-17	3	42	-3.4	N#Cc1c(Cl)cccc1-n1ccnc1
5	5	-2	1.0	8	11	0	29	0.7	Cc1noc(C)c1C(=O)NC1=NCCS1
-6	1	6	-1.4	14	2	4	6	-2.8	CS(=O)(=O)C1=C(O)C(=O)N(CCCC(=O)O)C1c1ccccc1F (centres undefined)
-2	1	1	-0.2	14	-3	0	6	-2.3	N/C(=N\OC(=O)CCCOc1ccccc1)c1ccccc1
-15&-17	-15&-9	0	-2.9&-1.2	10&-12	9&8	6	38&41	-2.4&-2.2	COc1cc(C2NC(=O)C(C#N)=C(Nc3cccc(C)c3)S2)ccc1O (centres undefined)

13 neighbouring entries out of the list so far, for reference:
pCIP destab	GPR7 antag	IDE act	VIM-2 inh	NALP1 yeast inh	M18AAP inhibitor	IDE inh	PHOSPHO1 inh	IMP-1 inh	molecule
21	-11	6	-3.8	6	-5	3	35	-2.2	COc1ccc(CNC(=O)CCCN2C(=O)c3ccccc3C2=O)cc1
1	-12	8	0.9	-4	8	-4	4	-0.8	OCCNc1ncnc2ccc(Br)cc12
-6	nt	5	nt	-24	nt	4	-7	nt	CC1C(=O)CC(c2ccccc2)N(C)C1c1ccccc1 (centres undefined)
6	-6	4	-3.3	6	-1	6	50	-1.4	CCCN1CCC(NC(=O)Nc2ccc(Br)cc2)CC1
-9	8	-1	0.0	-6	-1	4	7	-0.1	OCCC1CN(Cc2cccc(OC3CCCC3)c2)CCN1Cc1ccsc1 (centres undefined)
-2	15	6	-1.4	10	-7	3	16	1.7	CS(=O)(=O)Nc1ccc(S(=O)(=O)NCCc2ccccc2)cc1
2	-16	6	-0.5	4	-5	-1	29	-1.0	N#CN/C(=N\S(=O)(=O)c1ccccc1)c1ccccc1
10	-18	-4	-4.0	14	3	4	24	-1.7	CCOc1ccc(C(=O)CCC(=O)N(CC)CC(=O)NCc2ccc(Cl)cc2)cc1
-10	5	4	-1.9	2	-17	3	42	-3.4	N#Cc1c(Cl)cccc1-n1ccnc1
5	5	-2	1.0	8	11	0	29	0.7	Cc1noc(C)c1C(=O)NC1=NCCS1
-6	1	6	-1.4	14	2	4	6	-2.8	CS(=O)(=O)C1=C(O)C(=O)N(CCCC(=O)O)C1c1ccccc1F (centres undefined)
-2	1	1	-0.2	14	-3	0	6	-2.3	N/C(=N\OC(=O)CCCOc1ccccc1)c1ccccc1
-15&-17	-15&-9	0	-2.9&-1.2	10&-12	9&8	6	38&41	-2.4&-2.2	COc1cc(C2NC(=O)C(C#N)=C(Nc3cccc(C)c3)S2)ccc1O (centres undefined)
